HIF-2a block: HIF-2a reporter inhibitors, primary screen, luminescence, 786-0 RCC cells. 786-0 RCC cells HIF-2a reporter, luciferase luminescence, overnight. inhibition, % at 18.8 µM. 0.72% of 360,000 active. AID 624352, 2012;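 active = inhibition of the luminescence signal of 40% or more relative to plate controls, in a single-dose primary screen at 18.75 µM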
KKLEB tox: cytotoxicity in KKLEB CF airway cells, primary screen, cytotoxicity control for CF NF-kB inhibitor project, cell-based, uHTS, fluorescence assay plates. 0.36% of 360,000 active. KKLEB CF airway cells viability, ATPlite luminescence, overnight; stronger effect = lower value; cells stimulated with P. aeruginosa culture filtrate. activity change (cytotoxicity), % at 5 µM;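 active = corrected activity change at or below -50% at 5 µM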
NR2E3 ag-1: inhibitors of NR2E3-RetCOR corepressor binding, primary screen, NR2E3 agonist project, biochemical, TR-FRET, GST-NR2E3, biotin-RetCOR. Photoreceptor-specific nuclear receptor (Homo sapiens), Q9Y5X4. 1536-well. inhibition of corepressor binding, % at 4.78 µM. 0.12% of 320,000 active. AID 2300, 2010;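 active = percent inhibition above the cutoff of mean plus 3 SD of all tested compounds, set per screening campaign, cut at about 20% in these data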;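 note: 0% = DMSO wells and 100% = biotin wells as full block of FRET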
Target sequence (Q9Y5X4 whole entry, looked up): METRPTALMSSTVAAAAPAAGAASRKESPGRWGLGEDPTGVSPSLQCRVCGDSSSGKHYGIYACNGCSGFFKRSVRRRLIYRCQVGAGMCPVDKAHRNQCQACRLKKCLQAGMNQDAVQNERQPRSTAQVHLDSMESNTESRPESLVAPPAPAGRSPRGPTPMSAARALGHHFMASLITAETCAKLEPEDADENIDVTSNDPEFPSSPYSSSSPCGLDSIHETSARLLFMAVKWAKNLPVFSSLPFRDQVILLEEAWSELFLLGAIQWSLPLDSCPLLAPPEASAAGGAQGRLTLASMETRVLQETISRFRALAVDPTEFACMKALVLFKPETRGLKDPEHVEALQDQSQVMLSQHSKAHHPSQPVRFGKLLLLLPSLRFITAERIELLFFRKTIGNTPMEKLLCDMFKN
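System: GST-NR2E3 and biotin-RetCOR proteins; probe or stimulus: 7 nM biotin-RetCOR; doses: compound at 4.8 µM, single dose; schedule: Compound–protein incubation for 5 h at 4 °C; detection: time-resolved FRET; read-out: percent inhibition; controls: biotin wells as high control, 0.6% DMSO wells as low control; format: 1536-well plates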
iPSC survival up: enhancers of single-cell hiPSC survival, primary screen, ATPlite luminescence. 100% = ROCK inhibitor wells, 0% = DMSO. survival enhancement, % at 20 µM. 0.044% of 360,000 active. AID 602274, 2012; in the data active = survival enhancement above about 18%;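 note: cells exposed to compounds for 16 hours before the ATP read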
Shn3 inh set2: reduction of Shn3 3'UTR firefly luciferase signal, primary screen, Schnurri-3 inhibitor project, cell-based, Clone20 osteoblasts, set 2 | Clone20 osteoblast Shn3 3'UTR firefly luciferase, 24 h | inhibition, % at 12.5 µM | 0.52% of 360,000 active | AID 588674, 2011;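 active = mean inhibition of at least 75% with every replicate also reaching 75%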;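 note: 0% = median of neutral control wells and 100% = pilot-screen positive control compound; some compounds past the cut are filed as inactive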
Peg3 prom inh: Peg3 promoter-driven luciferase inhibitors, primary screen, cell-based, HeLa, luciferase luminescence; HeLa PEG-Prom luciferase reporter, overnight; inhibition, % at 20 µM; 1.7% of 360,000 active; AID 588405, 2011;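 active = inhibition of at least 50% at 20 µM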
NR2E3 ag-2: NR2E3 agonists in two-hybrid cells, primary screen, cell-based, luminescence, CHO-S, Gal4-NCOR/VP16-NR2E3; luciferase; inhibition of corepressor binding, % at 3.98 µM; 0.35% of 360,000 active; AID 602229, 2012;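 active = inhibition above the mean of all tested compounds plus 3 SD, cut at about 70% in these data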;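 note: 0% = DMSO with NR2E3 transfected cells and 100% = cells lacking NR2E3 construct; higher means lower luciferase signal from less NR2E3 corepressor binding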
LMP1 NFkB inh: EBV LMP1-driven NF-kappaB luciferase reporter inhibitors, primary screen, cell-based, luminescence, single point | LMP1-induced NF-kappaB luciferase reporter cells | inhibition, % at 12.5 µM | 0.69% of 350,000 active | AID 504558, 2011; in the data active = inhibition above about 41%;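 note: 0% = neutral control wells and 100% = reference inhibitor control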
MITF TRPM1 inh: inhibitors of MITF-dependent TRPM1 promoter reporter, primary screen, cell-based, SK-MEL-5, single point, luciferase; inhibition, % at 12.5 µM; 0.83% of 330,000 active; SK-MEL-5 TRPM1 promoter luciferase, 24 h;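 active = mean inhibition across replicates of 60% or more, whatever share of single replicates reaches that level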; note: values of inactives mirror those of a sister screen read the other way
TRAIL sens C8: viability loss with TRAIL in NB7+C8 cells, primary screen, TRAIL sensitizer project, cell-based, ATPlite luminescence. inhibition (viability loss, TRAIL sensitization), % at 10 µM. 1% of 360,000 active. AID 624354, 2012;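 active = compounds causing at least 50% loss of cell viability in the single-dose screen, relative to plate controls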
CF NFkB block: inhibitors of PAF-induced NF-kB signaling, primary screen, cell-based, GFP fluorescence, uHTS; KKLEB NF-kB-GFP reporter, GFP fluorescence overnight; inhibition, % at 5 µM; 0.86% of 360,000 active; AID 588850, 2011;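 active = at least 50% inhibition at 5 µM, scaled per plate between neutral and stimulator controls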;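 note: PAF is a Pseudomonas aeruginosa culture filtrate used as stimulus; plate controls were PAF-stimulated DMSO wells for no effect and unstimulated DMSO wells for full effect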
The depositor's hits bear a star; · = no result given.

SMILES	HIF-2a block	KKLEB tox	NR2E3 ag-1	iPSC survival up	Shn3 inh set2	Peg3 prom inh	NR2E3 ag-2	LMP1 NFkB inh	MITF TRPM1 inh	TRAIL sens C8	CF NFkB block
Cc1[nH]c2ccccc2c1C(c1ccncc1)N1CCCCC1 (stereo unspecified)	25	3	5	0.7	14	5	-12	-2	0	-8	16
Cc1cc(C)nc(SCC(=O)N/N=C/c2cc(C)n(-c3ccccc3C)c2C)n1	-1	-13	0	1.6	8	-10	5	-2	-1	-23	19
COc1ccc(S(=O)(=O)N2CCN(C(=O)CCc3c[nH]c4ccccc34)CC2)cc1	-1	0	4	0.3	10	0	-6	-1	-15	23	9
CN(CC(=O)NCC(c1ccco1)N1CCCCC1)S(=O)(=O)c1ccc(Cl)cc1 (stereo unspecified)	14	-4	-1	-0.4	13	-4	-8	-2	1	2	18
COc1ccc(-c2cc(C(=O)N3CCCC3)c3ccccc3n2)cc1	-107	7	-1	-0.4	-35	-80	-61	-10	-10	34	-19
CCCNC(=O)c1cnc(-c2ccccc2)nc1-c1ccccc1	6	-7	-4	-0.3	-6	12	-4	4	-11	-16	3
CCOc1ccc(CCNC(=O)C2CCN(c3nnc(-n4cccc4)s3)CC2)cc1OCC	5	10	-1	-2.9	21	10	-14	0	9	-4	-1
O=C(c1cc(S(=O)(=O)N2CCOCC2)ccc1Cl)N1CCC(Cc2ccccc2)CC1	1	10	-2	0.9	15	18	57	2	6	-2	-25
COc1ccc(S(=O)(=O)N2CCOC2CNC(=O)C(=O)NCc2ccccn2)cc1 (stereo unspecified)	8	10	-1	0.6	-8	21	-22	1	5	-20	-9
CCOC(=O)[C@@H]1[C@H]2COc3cc(OC)ccc3[C@@H]2N2C(=O)N(c3cccc(F)c3)C(=O)[C@@]12C	12	-22	2	-0.5	1	10	7	4	·	-2	2
N#CCCN1C(=O)C2(OCCO2)c2ccccc21	4	9	4	-0.6	-14	-2	-27	6	8	-3	-24
Cc1ccc(S(=O)(=O)c2c(N)n(CCCN(C)C)c3nc4ccccc4nc23)cc1	20	-8	-3	-0.2	-1	31	19	19	6	7	21
COc1cc(C(=O)Nc2nc3ccc(C)cc3s2)ccc1OCc1c(C)noc1C	-56	1	4	0.1	19	-51	-37	7	18	18	0
CSc1ncccc1C(=O)OCC(=O)Nc1nc(C)c(Cl)cc1Cl	12	-13	·	-2.0	-2	13	-11	-2	2	3	4
Cc1cc(=O)n2c3ccccc3n(C)c2n1	-21	5	·	-0.4	9	-13	5	2	-6	15	-4

Quoted from the listing:
Under HIF-2a block, COc1ccc(-c2cc(C(=O)N3CCCC3)c3ccccc3n2)cc1 is entered as -107
Under HIF-2a block, Cc1cc(=O)n2c3ccccc3n(C)c2n1 is entered as -21
Under MITF TRPM1 inh, COc1ccc(S(=O)(=O)N2CCOC2CNC(=O)C(=O)NCc2ccccn2)cc1 (stereo unspecified) is entered as 5
Under LMP1 NFkB inh, Cc1ccc(S(=O)(=O)c2c(N)n(CCCN(C)C)c3nc4ccccc4nc23)cc1 is entered as 19
Under CF NFkB block, CCOc1ccc(CCNC(=O)C2CCN(c3nnc(-n4cccc4)s3)CC2)cc1OCC is entered as -1
Under LMP1 NFkB inh, COc1ccc(S(=O)(=O)N2CCN(C(=O)CCc3c[nH]c4ccccc34)CC2)cc1 is entered as -1
Under MITF TRPM1 inh, Cc1cc(C)nc(SCC(=O)N/N=C/c2cc(C)n(-c3ccccc3C)c2C)n1 is entered as -1

Continuation.
SMILES	HIF-2a block	KKLEB tox	NR2E3 ag-1	iPSC survival up	Shn3 inh set2	Peg3 prom inh	NR2E3 ag-2	LMP1 NFkB inh	MITF TRPM1 inh	TRAIL sens C8	CF NFkB block
CCOc1ccc(C(=O)NCC(=O)N2CCCCCCC2)cc1	-7	-8	2	-0.2	-4	-2	12	-8	7	-17	12
CC(C)(C)NC(=O)NC(=O)CN1CCN(S(=O)(=O)/C=C/c2ccccc2)CC1	8	-6	0	0.0	1	-3	3	4	·	-9	11
COc1ccc(CNC(=O)CS(=O)(=O)Cc2nc(-c3ccc(OC)cc3)oc2C)cc1	4	-2	-2	-0.5	14	3	-26	1	12	8	-28
CC(C)Nc1nc(Nc2ccc(C(N)=O)cc2)c2sccc2n1	4	-24	·	-0.5	-13	-9	8	·	·	-12	16
Cn1c(=O)oc2cc(S(=O)(=O)NCc3cccnc3)ccc21	-2	2	-1	0.9	-9	8	-6	3	15	0	-2
Clc1ccc(Cc2ccc(SCc3ccccc3)nn2)c(Cl)c1	-3	17	-5	3.3	10	31	-3	-2	-6	-6	-2
COC(=O)C1CCN(C(=O)C2CCCCC2)CC1	16	7	2	-2.4	61	12	-11	-1	-9	-8	-10
CCOC(=O)C1=NNC(C(=O)c2ccccc2)C1c1ccc(Cl)cc1 (stereo unspecified)	6	2	0	1.6	-1	6	15	0	1	19	4
O=C(COc1ccc2c(c1)CCC2)Nc1ccccn1	60*	-34	0	-0.6	25	75*	-21	-8	51	84*	16
Cc1cc(NC(=O)COc2ccc3c(C)c(C)c(=O)oc3c2)no1	-18	9	·	3.6	1	-8	-3	2	·	-12	-33
Cc1ccccc1NC(NC(=O)c1cccs1)C(Cl)(Cl)Cl (stereo unspecified)	9	1	-2	3.6	-5	9	-11	-7	12	-1	4
COc1cccc(NC(=O)c2ccccc2Oc2ccccc2)c1	4	4	-2	0.1	-12	7	-14	-8	-3	7	-4
c1ccc(C2OCCN2c2ccccc2)cc1 (stereo unspecified)	7	15	·	-0.8	-6	8	-26	3	-8	-9	-8
O=C(COC(=O)CNC(=O)c1ccccc1Cl)Nc1cc(C(F)(F)F)ccc1Cl	9	7	1	-0.1	5	17	-5	-3	-9	-35	3
Nc1cc(=O)[nH]c2nnc(SCC(=O)Nc3cccc4ccccc34)n12	12	6	0	-0.1	-14	3	-5	-9	-5	-4	10
COC(=O)c1ccccc1NC(=O)c1cc2ccccc2o1	-252	-22	-1	-0.6	-63	-136	-36	-10	-19	22	-52
COc1cc(C(CCN2CCCC2)c2c(OC)cc(OC)c3c(-c4ccccc4)cc(=O)oc23)cc(OC)c1OC (stereo unspecified)	-3	-19	-2	-4.5	5	1	12	-4	60	-2	0
CCCCCCn1c(=O)c(F)cn(Cc2ccc(OC)c([N+](=O)[O-])c2)c1=O	-7	-7	1	-1.0	22	11	5	3	-5	7	-19
CSc1ncccc1C(=O)OCC(=O)NCCCc1ccccc1	5	1	·	-0.4	-8	7	-9	-6	2	-3	8
COCCCNC(=O)CCN1N=C(c2ccccc2)CCC1=O	15	-13	-1	0.1	3	5	-13	3	-11	2	0
Cc1cccc(C(=O)Nc2ccccc2C(=O)NCc2cccnc2)c1	1	0	1	7.7	-17	-2	-11	-5	-6	5	10
CCO[C@H]1OC(C(=O)N2CCN(C)CC2)=C[C@@H](c2ccc(Br)cc2)[C@@H]1CCCO	12	-1	2	-1.1	6	-3	2	-3	2	4	-6
COc1ccc(C(=O)N2CCC(C(=O)Nc3cccc(C)c3)CC2)cc1OC	10	-18	0	0.4	-12	11	-24	0	9	-13	2
CCOC(=O)c1ccc(NC2c3ccccc3C(=O)N2c2cccnc2)cc1 (stereo unspecified)	13	2	-1	1.9	0	-5	0	-37	·	-24	-25
Cc1c(NC(=S)Nc2cccc(Cl)c2)c(=O)n(-c2ccccc2)n1C	12	17	1	1.9	0	6	-20	8	3	-13	-18
Cc1cc(C)nc(SCCC(=O)Nc2ccccc2Cl)n1	12	-6	0	0.0	-7	0	-6	6	-1	2	24
COc1ccc(NC(=S)N2CCC(C(=O)c3ccc(Cl)cc3)CC2)cc1	18	-9	·	-0.5	-14	10	-17	-5	4	6	21
CC(=O)c1c(C)[nH]c(C(=O)OCC(=O)N(C)c2c(N)n(Cc3ccccc3)c(=O)[nH]c2=O)c1C	3	-14	-1	-0.6	8	-1	-15	-4	-12	2	14
COc1ccc(CNC[C@H]2O[C@@H](n3ccc(=O)[nH]c3=O)[C@H](O)[C@@H]2O)cc1	13	-6	·	0.8	13	13	-7	·	·	5	-7
CC(C)Nc1nc(NCCN2CCCC2)c2sc(-c3ccccc3)cc2n1	-80	1	·	-4.4	5	26	-11	·	·	-17	8

Complete entries from above.
Profile of `Cc1cc(C)nc(SCCC(=O)Nc2ccccc2Cl)n1` = HIF-2a block = 12; KKLEB tox = -6; NR2E3 ag-1 = 0; iPSC survival up = 0.0; Shn3 inh set2 = -7; Peg3 prom inh = 0; NR2E3 ag-2 = -6; LMP1 NFkB inh = 6; MITF TRPM1 inh = -1; TRAIL sens C8 = 2; CF NFkB block = 24
Profile of `Cc1c(NC(=S)Nc2cccc(Cl)c2)c(=O)n(-c2ccccc2)n1C` = HIF-2a block = 12; KKLEB tox = 17; NR2E3 ag-1 = 1; iPSC survival up = 1.9; Shn3 inh set2 = 0; Peg3 prom inh = 6; NR2E3 ag-2 = -20; LMP1 NFkB inh = 8; MITF TRPM1 inh = 3; TRAIL sens C8 = -13; CF NFkB block = -18
Profile of `COc1ccc(C(=O)N2CCC(C(=O)Nc3cccc(C)c3)CC2)cc1OC` = HIF-2a block = 10; KKLEB tox = -18; NR2E3 ag-1 = 0; iPSC survival up = 0.4; Shn3 inh set2 = -12; Peg3 prom inh = 11; NR2E3 ag-2 = -24; LMP1 NFkB inh = 0; MITF TRPM1 inh = 9; TRAIL sens C8 = -13; CF NFkB block = 2

New compounds follow.
SMILES	HIF-2a block	KKLEB tox	NR2E3 ag-1	iPSC survival up	Shn3 inh set2	Peg3 prom inh	NR2E3 ag-2	LMP1 NFkB inh	MITF TRPM1 inh	TRAIL sens C8	CF NFkB block
COC(=O)Cc1cc(=O)oc2cc(OC)ccc12	-5	6	0	1.4	3	4	-4	2	-17	4	0
O=C(c1cc(Br)ccc1Cl)N1CCN(c2ncccn2)CC1	9	7	0	0.1	15	-4	16	2	-8	2	-8
CCCCn1nc(C(=O)NCC(c2cccs2)N2CCOCC2)c2ccccc2c1=O (stereo unspecified)	11	2	4	0.1	21	19	28	-3	17	-2	2
O=C(O)COc1ccc(-c2nc(-c3ccccc3)c(-c3ccccc3)[nH]2)cc1	10	6	0	-0.4	1	-2	-13	1	-3	-4	-3

An excerpt (hit frequency here may not be typical).
